DT40 TDP1 CPT: DT40-hTDP1 cell growth loss with CPT; chicken DT40 Tdp1-/-;hTDP1 cells + 20 nM CPT, ATP luminescence, 48 h; Potency, µM (series often up to 46.2 µM), inactives show top-dose activity change, negative = growth inhibition, usual class: inhibitors; 420,000 compounds, 12% hits; also: nearly all actives have a fitted effect of over 55% in size
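Chicken DT40 Tdp1-/- cells complemented with human TDP1, 400 cells/well, exposed to compounds plus 20 nM camptothecin for at least 48 h at 37 C; viability read as ATP content by CellTiter-Glo luminescence.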
TDP1 inh: inhibitors of human tyrosyl-DNA phosphodiesterase TDP1. Q9NUW8. recombinant TDP1, AlphaScreen DNA substrate cleavage. Potency, µM (doses to about 130 µM), for inactives: at the highest dose activity change, negative = inhibition, most hits filed as inhibitors. 350,000 compounds, 0.28% hits. AID 485290; also: nearly all actives have a fitted effect of over 40% in size
Target sequence (Q9NUW8 whole entry, looked up): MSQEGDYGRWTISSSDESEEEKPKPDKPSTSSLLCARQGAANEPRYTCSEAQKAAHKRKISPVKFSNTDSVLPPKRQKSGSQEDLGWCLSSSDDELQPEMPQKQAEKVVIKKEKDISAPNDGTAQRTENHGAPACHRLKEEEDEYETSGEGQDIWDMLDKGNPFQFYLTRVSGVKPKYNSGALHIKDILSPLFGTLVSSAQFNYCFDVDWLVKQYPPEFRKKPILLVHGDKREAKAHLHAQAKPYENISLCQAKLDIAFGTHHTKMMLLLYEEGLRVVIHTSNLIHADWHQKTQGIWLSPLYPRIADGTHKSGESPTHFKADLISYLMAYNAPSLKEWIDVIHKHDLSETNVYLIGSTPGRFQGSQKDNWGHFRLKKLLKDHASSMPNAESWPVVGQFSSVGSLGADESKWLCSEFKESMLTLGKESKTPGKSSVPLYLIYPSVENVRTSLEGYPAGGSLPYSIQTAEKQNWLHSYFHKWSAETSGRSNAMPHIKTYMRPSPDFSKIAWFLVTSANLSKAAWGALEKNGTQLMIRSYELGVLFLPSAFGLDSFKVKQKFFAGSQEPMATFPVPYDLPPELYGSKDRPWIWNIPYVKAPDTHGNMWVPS
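Compounds were preincubated with Tdp1 (1 nM final) for 15 min at room temperature before substrate (15 nM final) started a 5 min reaction; beads (10 ug/ml final) were then added for 10 min before AlphaScreen detection.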
DT40 TDP1 no CPT: qHTS for Inhibitors of human tyrosyl-DNA phosphodiesterase 1 (TDP1): qHTS in cells in absence of CPT. DT40 Tdp1-/- hTDP1 cells, no CPT, ATP luminescence, 48 h. Potency, µM (top dose mostly 46.2 µM), without a hit: at the highest dose activity change, negative = growth inhibition, hits mostly inhibitors. 420,000 compounds, 15% hits. AID 686978, 2013; also: nearly all actives have a fitted effect of over 55% in size
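Cells were dispensed at 400 per well, compounds added by pin tool, plates incubated ≥48 hr at 37 °C, then CellTiter-Glo added for 30 min at room temperature before luminescence reading. Line: DT40 Tdp1-/- complemented with hTDP1; camptothecin omitted.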
* marks the source's active call; other numbers are inactive results; ? = inconclusive; / = not tested or not shown; [ ] = dose if it differs, or a comment. Calls follow the shape of the dose curve; as a rule, active = well fitted curve in the direction sought with a large enough effect; inconclusive = small, poorly fitted or top-dose-only effect, or another doubt; inactive = no such curve, though single readings can be large; an effect the other way counts as inactive or inconclusive. % is scaled to controls: 0 for no effect and ±100 for the full control effect; potency is read from the fitted curve at half-maximal effect.

smiles | DT40 TDP1 CPT | TDP1 inh | DT40 TDP1 no CPT
COC(=O)CSc1ccc(S(=O)(=O)N2CCC(C)CC2)cc1[N+](=O)[O-] | ? | -5% | -11%
O=C(Nc1ccn(C2CCC(CO)O2)c(=O)n1)c1ccccc1 (stereo not given) | -4% | / | 6%
CCC(=O)N(C)CCc1cc2c(c(OC)c1/C=N/NC(=O)c1ccc(Br)cc1)OCO2 | -26% | -3% | -19%
O=C(NCC1CCC2(CCN(Cc3cccc4cccnc34)CC2)O1)c1ccco1 (stereo not given) | -2% | / | -19%
COc1ccccc1P(=O)(c1ccccc1)c1ccccc1 | -21% | / | -7%
CC1(C(=O)Nc2cccc3ccccc23)CC1(Br)Br (stereo not given) | ? | / | ?
CC(=O)c1ccc(-c2cc([C@H]3[C@H]4C=CC[C@@H](C)[C@@H]4C(=O)N3Cc3ccccc3)ccc2F)cc1 | 15µM* | 2% | 13µM*
Cc1ccc(NC(=O)c2ccc(OC(=O)C(C)Oc3ccc(Cl)cc3C)cc2)cc1 (stereo not given) | -9% | 3% | -12%
Cc1ccc(Cl)cc1N1CCN(S(=O)(=O)c2cccc(S(=O)(=O)N3CCCC3)c2)CC1 | ? | -4% | ?
O=S(=O)(c1ccccc1)n1cc(-c2ccccn2)c(N2CCOCC2)n1 | -2% | 0% | 13%
O=c1n(Cc2ccccc2F)c2ccccc2n1Cc1ccccc1F | -2% | 2% | -16%
COc1ccc(CCCc2nnc(SCC(=O)Nc3ccccc3F)o2)cc1C | ? | / | ?
COc1cccc(C(=O)Oc2cc(C)[nH]c(=O)c2[N+](=O)[O-])c1 | 0% | 3% | -9%
CNC(=O)c1[nH]cnc1C(=O)Nc1cccc(Cl)c1 | ? | 1% | -17%
COCC1CCCN(Cc2cn(-c3ccccc3)nc2-c2ccc3c(c2)OCO3)C1 (stereo not given) | -12% | 6% | -28%
CCSC1=C(C#N)C(=O)n2c1cc1c2CCCC1 | ? | 10% | ?
COc1ccc(CCN2C(=O)CC(C(C)c3ccccc3)C2=O)cc1OC (stereo not given) | 13% | 5% | -13%
CN(CCc1ccccc1)C(=O)c1cccc(NC(=O)Cc2cccc([N+](=O)[O-])c2)c1 | ? | 4% | ?
COCCNC(=O)/C(C#N)=C1\N=C(N)c2ccccc21 | ? | 0% | ?
CCCCN1C(=O)C(=O)N(CC(=O)N2CCc3ccccc32)C1=O | -13% | 0%[56.1 µM] | -20%
Cc1ccc(S(=O)(=O)c2cc3c(=O)n4ccccc4nc3n(C)c2=N)cc1C | -8% | 8% | -11%
O=C1CC(CC(=O)N2CC3CCCC2C3)(c2cccc(F)c2)C(=O)N1Cc1cccnc1 (stereo not given) | ? | / | 18µM*
CN=C1SC(CC(=O)Nc2sc3c(c2C#N)CCCC3)C(=O)N1C (stereo not given) | ? | 8% | ?
CC1=C(C(=O)OCCCBr)C(c2ccc3c(c2)OCO3)NC(=O)N1 (stereo not given) | 26µM* | 6% | 23µM*
COC(=O)CC1(CC(N)=O)SCCS1 | -21% | / | ?
CC(C)n1nc(C(=O)NNC(=O)c2ccc(OC(F)F)cc2)c2ccccc2c1=O | -24% | 1% | ?
COc1ccc(NC(=O)CN(C)C(=O)c2cc(-c3ccncc3)nc3ccccc23)cc1 | -28% | 4% | ?
CCN1C(=O)C(Cc2nc3ccccc3c(=O)n2C)c2ccccc21 (stereo not given) | ? | 4% | 15µM*
Cc1ccc(S(=O)(=O)NCC[C@@]2(C)C3CCC2(C)C(=O)C3)cc1 (stereo not given in full) | -15% | / | -9%
Cc1n[nH]c(=O)c2c(NC(=O)CSc3ccc(Br)cc3)oc(C)c12 | -21% | 0% | ?
Cc1ccc2cc(-c3noc(C4CCCO4)n3)c(=O)[nH]c2c1 (stereo not given) | 3% | 5% | -14%
CCc1nc2sc3c(N4CCCCC4)ncnc3c2c2c1CCCC2 | -6% | 2% | -5%
Cc1cc(C)c(C)c(S(=O)(=O)Nc2cccc(S(=O)(=O)Nc3ccccc3C(=O)O)c2)c1C | -11% | 1% | -16%
CCOc1ccccc1NC(=O)CSc1nc(N)c(C#N)cc1C#N | -12% | 0% | ?
CCC(=O)Nc1ccc(NC(=O)c2ccc3ccccc3c2)cc1 | -1% | / | -15%
CC(C)c1ccc(CNCCSc2nnnn2C)cc1 | -7% | 11% | -17%
O=S(=O)(c1ccccc1)N1CCC(O)(CSc2ccc(Cl)cc2)CC1 | ? | -1% | 26µM*
O=C1OC[C@H]2CCCN2C(=O)[C@@H](CC(=O)N(CCO)Cc2ccccc2)C/C=C\C[C@H]1Cc1ccc(F)cc1 | 13µM* | 2% | 18µM*
CN1CCN(C2Cc3cc(F)ccc3Sc3ccc(Cl)cc32)CC1 (stereo not given) | ? | / | ?
O=C(CSCc1ccccc1)N1CCN(S(=O)(=O)c2ccc(F)cc2)CC1 | -1% | 1% | -12%
CC1(c2nnc(-c3ccncc3)o2)CC(c2cccnc2)=NO1 (stereo not given) | 2% | / | -1%
OC(CNCc1ccccc1)(c1ccc(F)cc1)c1ccc(F)cc1 | ? | 0% | 18µM*
C#CCOCCOCCOCCNc1nc(N2CCN(C(=O)CCCCCCCCCCNC(=O)Cn3cc(C[C@@H](C)O)nn3)CC2)nc(N2CCN(C(=O)CCCCCCCCCCNC(=O)Cn3cc(C[C@@H](C)O)nn3)CC2)n1 | 6.5µM* | 0% | 9.2µM*
CCN(CC)CCOC(=O)c1ccc(NC(=O)CCCN2C(=O)S/C(=C/c3ccc(OC)cc3)C2=S)cc1 | ? | 7% | 21µM*
CCCn1c2ccccc2c2cnn(CC(=O)N(CC)c3cc(C)ccc3C)c(=O)c21 | ? | 1% | ?
C/C(=N\NC(=O)CN1CCN(Cc2ccccc2)CC1)c1ccncc1 | 6% | 4% | 9%
COc1ccc(N/C(N)=N/c2nc(C)c(Cc3ccccc3)c(=O)[nH]2)cc1 | -29% | / | -11%
COc1cc(OC)cc(C(=O)Nc2cccc(-c3cn4cccnc4n3)c2)c1 | -21% | / | -12%

Record cards, from the list above.
`O=C1OC[C@H]2CCCN2C(=O)[C@@H](CC(=O)N(CCO)Cc2ccccc2)C/C=C\C[C@H]1Cc1ccc(F)cc1` is listed with DT40 TDP1 CPT: 13µM*; TDP1 inh: 2%; DT40 TDP1 no CPT: 18µM*
`CCCn1c2ccccc2c2cnn(CC(=O)N(CC)c3cc(C)ccc3C)c(=O)c21` is listed with DT40 TDP1 CPT: ?; TDP1 inh: 1%; DT40 TDP1 no CPT: ?
`OC(CNCc1ccccc1)(c1ccc(F)cc1)c1ccc(F)cc1` is listed with DT40 TDP1 CPT: ?; TDP1 inh: 0%; DT40 TDP1 no CPT: 18µM*

An excerpt of these results, with values under each structure:
Fields – DT40 TDP1 CPT | TDP1 inh | DT40 TDP1 no CPT
> CCN(CC)CCOC(=O)c1ccc(NC(=O)CCCN2C(=O)S/C(=C/c3ccc(OC)cc3)C2=S)cc1
  ? | 7% | 21µM*
> OC(CNCc1ccccc1)(c1ccc(F)cc1)c1ccc(F)cc1
  ? | 0% | 18µM*

The results go on:
smiles | DT40 TDP1 CPT | TDP1 inh | DT40 TDP1 no CPT
CCNC(=O)N(C)c1c(CC)nc2ccc(C(=O)N3CCN(S(=O)(=O)CC)CC3)cn12 | 13% | / | 6%
COc1ccc(NC(=O)C2CCN(C(=O)Cc3ccccc3)CC2)cc1OC | 5% | -5% | 9%
Cc1ccc(NC(=O)c2cc(S(=O)(=O)NC3CCCCC3)ccc2F)cc1Cl | 23µM* | 5% | 21µM*
COCCNC(=S)N1CCN(S(C)(=O)=O)CC1 | 34%[activator] | -1% | 0%
CCN(CC)CCNC(=O)COc1ccc(Cl)cc1Cl | 1% | -1% | 1%
Fc1ccc(-n2c(Cc3ccccc3)nnc2SCc2nc(-c3cccs3)no2)cc1 | ? | 2% | ?
Cn1/c(=N\NC(=O)c2ccccc2Cl)sc2ccccc21 | 2% | 4% | -9%
C=CCn1c(C(CCCC)CC(C)O)n[nH]c1=S (stereo not given) | -8% | 0% | -5%
Cn1c(=O)c2cc(S(=O)(=O)NCCC(=O)NCc3ccccc3Cl)ccc2n(C)c1=O | -9% | -1% | -12%
O=C(/C=C/c1c(Cl)nc2ccccn12)N1CCN(c2ccc(F)cc2)CC1 | ? | 79µM* | 26µM*
Cc1ccc(NC(=O)/C(C#N)=C/c2ccccc2C(F)(F)F)cc1 | -2% | 0% | -4%
Nc1ncc(S(=O)(=O)NCc2ccc(F)cc2)cn1 | 0% | 1% | -4%
Cc1ccccc1-c1nc(CN2CCC(C(=O)NCCCN3CCCC3)CC2)c(C)o1 | ? | 10% | ?
CCOc1ccc(CCNS(=O)(=O)c2c(C)n[nH]c2C)cc1OCC | 21µM* | 2% | -18%
N#CC(c1ccccc1)c1ccc([N+](=O)[O-])cc1 (stereo not given) | ? | / | ?
CCS(=O)(=O)c1ccc(C=NNc2nc3ccccc3o2)cc1 | ? | / | 23µM*
CC(=O)Nc1ccc(NC(=O)CCC(=O)OCC(=O)c2cccc([N+](=O)[O-])c2)cc1 | 4% | 3% | ?
O=C(O)CCN1C(=O)c2ccc(NC(=O)COc3ccccc3)cc2C1=O | 0% | 2% | 5%
NC(=O)CC(NC(=O)c1ccc(Cl)cc1)C(=O)NCCc1ccc(S(N)(=O)=O)cc1 (stereo not given) | 18% | 0% | 8%
Cc1ccc(NC(=O)CSc2nc3c(c(=O)[nH]2)CN(Cc2ccccc2)CC3)cc1Cl | ? | 9% | ?
Cc1nnc(NC(=O)CCS(=O)(=O)Cc2ccccc2)s1 | 10µM* | 12% | ?
COc1ccc(CNC(=O)C2(C)Cc3c(-c4ccccc4)ccnc3O2)cc1OC (stereo not given) | ? | / | ?
O=C(Cn1ccc(=O)[nH]c1=O)Nc1ccc(O)c([N+](=O)[O-])c1 | -2% | / | 0%
CN1CCN(CC(=O)Nc2ccc(OC(F)(F)F)cc2)CC1 | 4% | / | -10%
CC1CN(C(=O)c2ccc(CNS(=O)(=O)c3cccc(C(F)(F)F)c3)cc2)CC(C)O1 (stereo not given) | ? | -2% | ?
NS(=O)(=O)c1ccc(NC2=CC(=O)C(=O)c3ccccc32)cc1 | 8.2µM* | / | 2.6µM*
CN(c1ccccc1)S(=O)(=O)c1cc(C(=O)N2CCN(c3ncccn3)CC2)ccc1Cl | ? | -1% | ?
CC(C)(C)C(=O)COC(=O)c1cc(-c2cccnc2)nc2ccccc12 | 1% | 3% | 2%
O=C1c2ccccc2C(=O)C1c1ccc(O)cc1 | -6% | -3% | ?
COc1ccccc1C(=O)Nc1ccc2ccccc2c1 | -11% | / | -22%
CC(=O)c1ccc(NC(=S)NNC(=O)NC2CCCCC2)cc1 | 2% | 4% | 1%
COc1ccc(NC(=O)CSc2nc3ccccc3n2CC(=O)N2CCCCC2C)cc1 (stereo not given) | ? | 4% | ?
O=C(OCCN1CCOCC1)c1ccc(OCCN2CCOCC2)cc1 | 3% | -1% | -1%
Cc1ccc(-n2nc3c(=O)n(CCCC(=O)NCc4ccccc4Cl)nc(C)c3c2C)cc1 | ? | 0% | 18µM*
Cc1ccnc(NC(=O)c2cnc(Cl)c(Cl)c2)c1 | -4% | -4%[0.0935 µM] | -21%
CC(C(=O)Nc1ccccc1C(=O)O)n1c(C(F)(F)F)nc2ccccc21 (stereo not given) | 0% | -3% | 3%
Cc1ccc(S(=O)(=O)N2CCCCC2)cc1NC(=O)CN1CCCC1c1cccs1 (stereo not given) | -25% | / | -24%
CCOc1ccc(S(=O)(=O)NCCC(=O)OCC(=O)c2ccc[nH]2)cc1 | -7% | 5% | -3%
CC(=O)Nc1ccc(OC(=O)C(CCS(C)(=O)=O)N2C(=O)c3ccccc3C2=O)cc1 (stereo not given) | 2% | 5% | -9%
COc1ccc(/C=N/n2c(=O)[nH]c3c([nH]c4ccc(F)cc43)c2=O)cc1CN1CCCCC1 | 16% | 4% | -10%
CC1(C)C(c2cccs2)=[N+]([O-])C2(CCCCC/C2=N\O)N1O (stereo not given) | -14% | -3% | 2%
COc1ccc(OC)c(C2N=C(N)Nc3nc4ccccc4n32)c1 (stereo not given) | -3% | 3% | 7%
Cc1cc(O)c(C(C)C)cc1NC(=O)c1ccccc1Cl | -27% | 1% | -28%

Assay outcomes as filed in PubChem BioAssay.
